OX1R antag-1: OX1R (HCRTR1) antagonists, primary screen, fluorescence, CHO/OX1R cells, Fluo-8 calcium, orexin A | Orexin/Hypocretin receptor type 1 (Homo sapiens), O43613 | AID 434989, 2010 | Fluo-8 calcium fluorescence | 0.43% of 330,000 active | inhibition, % at 5 µM;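 active = inhibition above its plate's threshold, mean inhibition of all tested compounds on the plate plus 3 SD, cut at about 37% in these data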;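 note: 0% = orexin A challenge wells and 100% = SB-334867-A antagonist wells; not every result past the cut was called active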
Target sequence (O43613 whole entry, looked up): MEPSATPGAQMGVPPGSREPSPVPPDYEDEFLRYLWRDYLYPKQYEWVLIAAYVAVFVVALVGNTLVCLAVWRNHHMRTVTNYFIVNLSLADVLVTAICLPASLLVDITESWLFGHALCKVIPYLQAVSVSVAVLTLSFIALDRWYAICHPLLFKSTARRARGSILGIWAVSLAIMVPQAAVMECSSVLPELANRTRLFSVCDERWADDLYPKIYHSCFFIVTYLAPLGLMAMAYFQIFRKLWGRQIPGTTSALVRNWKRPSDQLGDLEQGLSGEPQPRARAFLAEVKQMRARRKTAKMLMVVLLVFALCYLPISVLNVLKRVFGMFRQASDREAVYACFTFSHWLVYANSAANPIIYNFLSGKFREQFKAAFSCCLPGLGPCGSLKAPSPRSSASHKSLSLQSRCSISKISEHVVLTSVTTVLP
OX1R antag-2: antagonists of human orexin 1 receptor (OX1R); AID 485270, 2010; Orexin/Hypocretin receptor type 1 (Homo sapiens), O43613; 1.8% of 330,000 active; inhibition, % at 6.6 µM; OX1R-expressing cells, FRET antagonist read-out; in the data active = inhibition mostly above about 38%, no sharp cut-off; inactive = mostly below about 40%;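 note: 0% = agonist challenge alone and 100% = reference antagonist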
* hit, by the source's call.

OX1R antag-1,OX1R antag-2,molecule
0,5,O=C(NC(=S)Nc1cccc2c(O)cccc12)c1ccccc1[N+](=O)[O-]
-3,9,Cc1ccc(-c2csc3ncnc(SCC(N)=O)c23)cc1
8,18,COC(=O)c1ccc(CSc2nnc(-c3ccncc3)o2)cc1
-25,7,COc1cccc(CN2CCN(C3CCN(c4cccc(C)c4C)CC3)CC2CCO)c1 (configuration not stated)
-5,23,CCn1c(SCc2cccc(OC)c2)nc2ccccc2c1=O
-23,3,Cc1nn(-c2ccccc2)c(C)c1/C=C/C(=O)OCC(=O)N(C)C1CCS(=O)(=O)C1 (configuration not stated)
-11,4,COc1ccccc1NC(=O)Cn1nnc(C(=O)NCc2ccc3c(c2)OCO3)c1N
-20,5,CN(C)C(=O)CCc1ccc2c3c([nH]c2c1)[C@]1(CCC2CCCC2)[C@@H](C(=O)N2CCOCC2)C[C@H](CC(=O)NCc2ccco2)C(=O)N1CC3
-10,18,COc1ccc(N2C(=O)CC(Sc3nccc(C)n3)C2=O)cc1 (configuration not stated)
1,38,CC1CCCCN1C(=O)CSc1nnc2c(n1)[nH]c1ccc(F)cc12 (configuration not stated)
-14,26,COc1ccc(-c2sc(Nc3ccccc3)n[n+]2C)c(C)c1C
-4,-1,Cc1cccc(C(=O)NNS(=O)(=O)c2ccc(F)cc2)c1
-23,12,C/C(=N\NC(=S)NCCc1ccccc1)c1ccc(C#N)cc1
-2,13,NC(=O)COc1cc2oc(=O)c3c(c2cc1Cl)CCCC3
-40,20,COc1ccc(/C=C/C(=O)NCCN=C2NS(=O)(=O)c3ccccc32)cc1
-23,15,O=C(Nc1cc(S(=O)(=O)N2CCOCC2)ccc1O)c1ccc2c(c1)S(=O)(=O)c1ccccc1C2=O
-8,6,CCCOc1ccccc1N1C(=O)CC(N2CCOCC2)C1=O (configuration not stated)
-11,13,O=C(Cn1cncc1-c1ccc([N+](=O)[O-])cc1)Nc1cccc2ccccc12
-2,15,CC(=O)Nc1nonc1NC(=O)c1ccc(F)cc1
-2,16,CCn1cc(CNC(=O)c2cc(COc3ccc(F)cc3F)on2)cn1
-20,24,CC#CCC(CC#CC)c1nc2ccccc2c(=O)n1N
-19,-1,CCCCCCNC(=O)C(C(=O)OCC)C1CCCCC1 (configuration not stated)
3,23,Cc1ccc(S(=O)(=O)Nc2c(O)c3ccccc3oc2=O)cc1
-16,18,Cc1ccc(-c2cc(C(F)(F)F)n3ncc(C(=O)N4CCCc5ccccc54)c3n2)cc1

Given as tab-separated lines: part of the list above.
molecule	OX1R antag-1	OX1R antag-2
CCn1cc(CNC(=O)c2cc(COc3ccc(F)cc3F)on2)cn1	-2	16
COc1ccc(/C=C/C(=O)NCCN=C2NS(=O)(=O)c3ccccc32)cc1	-40	20

The results go on.
OX1R antag-1,OX1R antag-2,molecule
-37,9,O=C(NC(=S)N1CCN(c2ccc(F)cc2)CC1)C12CC3CC(CC(C3)C1)C2
-28,4,CCOC(=O)N1CCN(C(=O)CSc2nc3c([nH]c4ccccc43)c(=O)n2C)CC1
-6,2,O=S(=O)(NN1CCOCC1)c1cc(Cl)cc(Cl)c1O
-39,-1,COc1cccc(OC)c1OCCCN1CCC(Cc2ccccc2)CC1
-18,31,O=S1(=O)CCN(Cc2ccc(Cl)c(Cl)c2)CC1
-7,-4,O=C(CN1C(=O)NC(Cc2c[nH]c3ccccc23)C1=O)Nc1ccc(F)c(F)c1F (configuration not stated)
-5,18,CN(Cc1cc2ccccc2[nH]c1=O)C(=O)C1CCCCC1
-16,0,CCc1nc(CN2CCN(c3cc(C(F)(F)F)ccn3)CC2)c(C)[nH]1
-16,26,Cc1nn2c3ccccc3n(Cc3ccccc3)c2nc1=O
3,13,Cc1sc2ncnc(N3CCC(C(=O)Nc4nc(-c5ccc(F)cc5)cs4)CC3)c2c1C
-12,30,CCC1=[N+](CC(=O)c2ccc(C)cc2)CCn2cccc21
4,30,Cn1c(=O)c2cc3ccccc3nc2n(C)c1=O
-2,9,CNC(=O)NC(=O)C(C)Oc1ccccc1F (configuration not stated)
-31,3,COc1ccc(CNC(=O)CCS(=O)(=O)c2ccc3c(c2)NC(=O)C(C)S3)cc1 (configuration not stated)
-13,19,O=C(NC(=S)Nc1cccc2cccnc12)c1ccccc1
-10,10,CN1CCN(CCCCOc2cccc3ccccc23)CC1
-20,17,CCOc1ccc(C(C)NC(=S)NC2CCCCC2)cc1OCC (configuration not stated)
-10,12,Cc1[nH]n(-c2ccccc2)c(=O)c1N=Nc1ccccc1C(=O)O
12,49*,COc1ccc(Cl)cc1NS(=O)(=O)c1c(C)[nH]c(C)c1C(=O)N1CCCCC1
-27,5,Oc1c(C(Nc2cccc(C(F)(F)F)c2)c2cccnc2)ccc2cccnc12 (configuration not stated)
-5,-8,Cc1nn(Cc2ccc(Cl)cc2)c(C)c1NC(=O)c1cc(-c2ccc3c(c2)OCO3)on1
-12,10,CC1(C)NC(=O)N(CC(=O)Nc2cc(C(F)(F)F)cc(C(F)(F)F)c2)C1=O
-8,12,COC(=O)[C@H](CCSC)NC(=O)Nc1ccc(C)cc1C
-21,-3,O=C(CN(Cc1ccco1)C(=O)CNS(=O)(=O)c1ccc(Cl)cc1)NCc1ccc(F)cc1
27,42,O=C1C2CC=CCC2C(=O)N1c1ccc(N2CCN(c3ccccn3)CC2)c([N+](=O)[O-])c1 (configuration not stated)
-24,3,CCN(CC)S(=O)(=O)c1ccc(N2CCOCC2)c(NC(=O)c2ccccc2)c1
1,9,COC(=O)c1ccc(CSc2nc3c(cnn3-c3ccc(C)cc3)c(=O)[nH]2)o1
-10,20,CCNC(=O)NC1(C(=O)Nc2ccc3c(c2)OCCO3)CCCCC1
0,11,CCSc1nc(N)c(NC(=O)c2ccc(Br)o2)c(=O)[nH]1
-26,10,COc1cccc(NC(=O)C2CCN(S(=O)(=O)c3ccc4c(c3)C(C)(C)C(=O)N4C)CC2)c1
-24,10,Cc1ccc(S(=O)(=O)N2CCC(C(=O)OCC(=O)N3CCCC(C)C3)CC2)cc1C (configuration not stated)
-6,21,O=C(Nc1ccc2snnc2c1)N1CCCCC1
-15,21,CCn1c(CC(=O)Nc2ccc(C)c(Cl)c2)nnc1SCC(=O)Nc1nc(C)cs1
-7,5,CNc1nc(CC(C)=O)ns1
-40,5,CCN(CC)CCCC(C)NC(=O)c1c(NC(=O)c2ccccc2)sc2c1CCCC2 (configuration not stated)
-31,5,CN(C)C(=O)CCc1ccc2c3c([nH]c2c1)[C@]1(CCC2CCCC2)[C@@H](C(=O)N2CCOCC2)C[C@H](CC(=O)NC(C)(C)C)C(=O)N1CC3
-33,21,Cn1c(CNC(=O)C(C)(C)C)nc2ccccc21
-14,18,COc1ccc(C(=O)C2CCCN(Cc3cccc4c3OCO4)C2)cc1OC (configuration not stated)
-29,4,Cc1nc2scc(C)n2c(=O)c1S(=O)(=O)N1CCN(c2cccc(C(F)(F)F)c2)CC1
-5,17,Cc1ccccc1NC(=O)C(C#N)Cc1cccnc1 (configuration not stated)
-2,10,C/C=C/c1ccc(OCC(=O)O)c(OC)c1
-36,9,CCn1cc(CN2CCN(CCC(C)C)C(CCO)C2)c2ccccc21 (configuration not stated)
-12,-1,COC(=O)c1sccc1NC(=O)C1C2C=CC(C2)C1C(=O)O (configuration not stated)
2,20,COc1ccc(Cc2nnc(CCc3ccccc3)s2)cc1
-12,13,S=C(NCc1cccnc1)Nc1cccc(Cl)c1
-3,30,O=C(CCc1ccc(S(=O)(=O)NC2CCCCC2)cc1)NCc1ccccc1
-8,1,CC1CCCCC1NC(=O)CN1C(=O)NC(C)(c2ccc(OC(F)F)cc2)C1=O (configuration not stated)
-18,17,O=C(Cc1sc(Nc2ccccc2)nc1-c1ccccc1)NCc1ccccc1
-9,31,COc1ccccc1CNC(=O)CN1C(=O)NC(Cc2ccccc2)(c2ccccc2)C1=O (configuration not stated)
-34,17,Cc1cccc(C)c1-n1c(C)cc(/C=C2\C(=O)NN(c3ccccc3)C2=O)c1C
-3,-1,Fc1ccc(CN2CCSCC2)cc1Br
-4,-4,COc1cc(NC(=O)Cc2ccccc2)nc(OC)n1
-34,9,CCOC(=O)c1c(N2C(=O)CC(Sc3ccccc3C(=O)O)C2=O)sc(C)c1C (configuration not stated)
7,35,CC(C)(C)OC(=O)NCCc1nnc(S(=O)(=O)Cc2ccc(Cl)cc2Cl)o1
-5,-3,CCCCCc1ccc(-c2cn(CN3C(=O)c4ccccc4C3=O)nn2)cc1
-5,15,CS(=O)(=O)c1ccc(C(=O)CN2C(=O)NC3(CCCc4ccccc43)C2=O)cc1 (configuration not stated)
-15,4,Cn1c(=O)c2c(nc(NCCOc3ccc(F)cc3)n2C)n(C)c1=O
-31,6,CC1CCCN(S(=O)(=O)c2ccc(NC(=O)C3CCN(C(=O)C(C)(C)C)CC3)cc2)C1 (configuration not stated)
-18,13,Cc1nc2ccccc2c(=O)n1/N=C/c1ccc(F)cc1
-11,17,Nc1nonc1-n1nnc(C(=O)N/N=C\c2cccc(Cl)c2)c1CN1CCOCC1

Other results
OX1R antag-1,OX1R antag-2,molecule
-19,3,COc1cccc(C(=O)CSc2nc3ccccc3n2CC(=O)N(C(C)C)C(C)C)c1
-13,2,CCOc1cc(S(=O)(=O)N2CC=C(c3ccc(F)cc3)CC2)c(OCC)cc1-n1cnnn1
-10,21,CCN1CCCC1Cn1cnc2c([nH]c3ccc(Cl)cc32)c1=O (configuration not stated)
0,10,Cc1ccc(CNC(=O)CSc2ncn[nH]2)cc1
-26,6,CCOc1ccc(NC(=O)N(CC(C)C)CC(C)C)cc1
-16,19,COc1cc(NC(=O)c2ccc3c(c2)OCO3)ccc1NC(=O)c1ccco1
-8,19,COc1ccc2c(c1OC)C(=O)N(c1cccc(C)c1)C2
-1,4,CCn1c(SCC(=O)NC2CCCCC2)nnc1-c1ccccc1F
-20,5,Cn1c(COc2ccccc2)nnc1SCc1nc2ccccc2[nH]1
-18,58,NC(=O)C1CCN(c2ccc3c(c2)S(=O)(=O)c2ccccc2C3=O)CC1
-12,5,O=C(NC1CCN(C(=O)NCc2ccccc2)CC1)c1ccccc1
-8,4,O=C(O)CCC(=O)Nc1ccc(-c2csc(Nc3cccc4ccccc34)n2)cc1

Rewritten with values under each structure: 16 of the compounds above.
Values in the order – OX1R antag-1	OX1R antag-2
- Cn1c(=O)c2c(nc(NCCOc3ccc(F)cc3)n2C)n(C)c1=O
 : -15	4
- CC1CCCN(S(=O)(=O)c2ccc(NC(=O)C3CCN(C(=O)C(C)(C)C)CC3)cc2)C1 (configuration not stated)
 : -31	6
- Cc1nc2ccccc2c(=O)n1/N=C/c1ccc(F)cc1
 : -18	13
- Nc1nonc1-n1nnc(C(=O)N/N=C\c2cccc(Cl)c2)c1CN1CCOCC1
 : -11	17
- COc1cccc(C(=O)CSc2nc3ccccc3n2CC(=O)N(C(C)C)C(C)C)c1
 : -19	3
- CCOc1cc(S(=O)(=O)N2CC=C(c3ccc(F)cc3)CC2)c(OCC)cc1-n1cnnn1
 : -13	2
- CCN1CCCC1Cn1cnc2c([nH]c3ccc(Cl)cc32)c1=O (configuration not stated)
 : -10	21
- Cc1ccc(CNC(=O)CSc2ncn[nH]2)cc1
 : 0	10
- CCOc1ccc(NC(=O)N(CC(C)C)CC(C)C)cc1
 : -26	6
- COc1cc(NC(=O)c2ccc3c(c2)OCO3)ccc1NC(=O)c1ccco1
 : -16	19
- COc1ccc2c(c1OC)C(=O)N(c1cccc(C)c1)C2
 : -8	19
- CCn1c(SCC(=O)NC2CCCCC2)nnc1-c1ccccc1F
 : -1	4
- Cn1c(COc2ccccc2)nnc1SCc1nc2ccccc2[nH]1
 : -20	5
- NC(=O)C1CCN(c2ccc3c(c2)S(=O)(=O)c2ccccc2C3=O)CC1
 : -18	58
- O=C(NC1CCN(C(=O)NCc2ccccc2)CC1)c1ccccc1
 : -12	5
- O=C(O)CCC(=O)Nc1ccc(-c2csc(Nc3cccc4ccccc34)n2)cc1
 : -8	4

Next compounds
OX1R antag-1,OX1R antag-2,molecule
-7,9,COc1cc(C(=O)O)ccc1OCc1c(C)noc1C
-6,12,COc1ccc(Cn2c(=O)[nH]c3cc(C(=O)N4CCN(c5ccccc5)CC4)ccc3c2=O)cc1
-17,0,c1ccc2c(c1)c1cccc3ccc4cccc2c4c31
-16,33,N/C(=N\OC(=O)CCCCCN1C(=O)c2ccccc2C1=O)c1ccccn1
2,4,CC(=O)NCc1ccc2[nH]c(C)cc2c1
-7,24,O=c1[nH]c(CSc2nc3ccccc3s2)nc2ccccc12
-27,6,Cc1cc(N)n(-c2ncnc3scc(-c4ccccc4)c23)n1
-7,16,CC(C)CC(=O)Nc1ccc2oc(-c3ccncc3)nc2c1
-13,2,O=C(CN1C(=O)NC(c2ccccc2)(c2ccccc2)C1=O)NC1CCCCC1
-12,7,CC1Nc2ccccc2C(=O)N1NC(=O)c1ccc(Br)cc1 (configuration not stated)
-7,-6,Cc1cc(=O)c2cc(NC(=O)c3ccccc3Cl)ccc2[nH]1
-24,15,CCCNc1nc(N)nc(-c2cc(Cl)ccc2OC)n1
-26,27,CC(C)Sc1cc(N2CCCC2)nc(-c2ccccc2Cl)n1
-5,7,Cc1cc(C)n(C(=O)C(C)N2C(=O)c3ccccc3C2=O)n1 (configuration not stated)
-10,12,Nn1c(SCC(=O)Nc2ccc3c(c2)OCO3)nnc1-c1ccccc1
0,13,c1ccc(-c2ccn3nnnc3n2)cc1
-19,3,CCn1c(=O)c2c(nc(SCC(=O)N3CCCC(C)C3)n2C)n(C)c1=O (configuration not stated)
-11,-4,CC1CN(C(=S)Nc2cccc(F)c2)CC(C)O1 (configuration not stated)

Screens: PubChem, The Scripps Research Institute Molecular Screening Center
